# HKDC1 inhibitor: inhibitors of human hexokinase HKDC1. recombinant HKDC1, G6PDH/diaphorase resazurin coupled fluorescence. hit rate 0.16% among 340,000. inhibition, % at 20 µM. Q2TB90;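 active means inhibition above about 35% when tested at 20 µM, limit read from the data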;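 further: plate controls were DMSO wells with enzyme for no effect and DMSO wells lacking enzyme for full effect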
# Target sequence (Q2TB90 whole entry, looked up): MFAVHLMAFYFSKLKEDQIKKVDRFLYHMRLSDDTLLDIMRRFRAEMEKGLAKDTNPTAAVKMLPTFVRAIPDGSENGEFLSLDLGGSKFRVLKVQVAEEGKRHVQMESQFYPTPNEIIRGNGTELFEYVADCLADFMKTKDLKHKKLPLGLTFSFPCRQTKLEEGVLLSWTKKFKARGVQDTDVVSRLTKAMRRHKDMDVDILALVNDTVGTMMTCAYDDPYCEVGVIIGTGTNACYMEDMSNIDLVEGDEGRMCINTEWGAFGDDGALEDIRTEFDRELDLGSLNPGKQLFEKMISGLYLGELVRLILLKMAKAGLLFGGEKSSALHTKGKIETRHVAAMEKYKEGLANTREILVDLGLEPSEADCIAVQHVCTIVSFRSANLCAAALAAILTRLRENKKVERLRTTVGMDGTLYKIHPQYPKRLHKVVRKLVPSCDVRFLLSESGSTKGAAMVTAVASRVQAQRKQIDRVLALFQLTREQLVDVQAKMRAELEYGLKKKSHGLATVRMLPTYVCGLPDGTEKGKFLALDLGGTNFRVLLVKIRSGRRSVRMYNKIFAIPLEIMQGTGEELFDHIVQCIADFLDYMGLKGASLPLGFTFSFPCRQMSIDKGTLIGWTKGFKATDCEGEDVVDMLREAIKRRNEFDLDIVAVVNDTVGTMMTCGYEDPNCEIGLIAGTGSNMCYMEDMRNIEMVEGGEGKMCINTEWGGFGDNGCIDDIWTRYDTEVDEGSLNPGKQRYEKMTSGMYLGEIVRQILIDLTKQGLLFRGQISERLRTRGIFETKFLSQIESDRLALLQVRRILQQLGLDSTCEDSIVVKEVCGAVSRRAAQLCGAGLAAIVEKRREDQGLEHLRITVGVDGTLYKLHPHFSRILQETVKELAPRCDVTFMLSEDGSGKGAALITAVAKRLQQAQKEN
#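 test system = in-house recombinant HK5 (HKDC1) enzyme | amount = HKDC1 at 5 µg/mL | control set = DMSO-enzyme wells negative, buffer-substituted wells positive | compound = one dose of 20 µM, 1% DMSO | schedule = reaction time 90 min, room temperature, protected from light | technique = resorufin fluorescence at 613 nm | reagent = glucose with 1 mM ATP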
# mIAP inh: mouse IAP inhibition. purified mouse IAP, CDP-Star luminescence, 30 min. inhibition, % at 10 µM. hit rate 0.2% among 330,000. AID 2806;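 active means inhibition of at least 40% at 10 µM in the primary screen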;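 further: plate controls were DMSO with enzyme for no effect and no enzyme wells for full effect; values of inactives mirror those of a sister screen read the other way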
# PfGluPho inh: PfG6PD (Plasmodium falciparum) enzyme inhibition; hit rate 0.78% among 350,000; inhibition, % at 20 µM; PfGluPho enzyme, NADPH resazurin-diaphorase fluorescence;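 active means inhibition reaching at least a set limit at 20 µM in the primary screen, cut at about 59% in these data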;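 further: 0% = DMSO wells with substrate and 100% = DMSO wells lacking glucose-6-phosphate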
# ATG4B inhibitor: ATG4B (human) cysteine protease inhibition; Q9Y4P1; ATG4B cleavage of LC3-PLA2, NBD-HPC fluorescence, 1 h; inhibition, % at 8.33 µM; hit rate 0.51% among 340,000; in the data active means inhibition above about 40%
# hIAP act: increases human intestinal alkaline phosphatase activity. P09923. purified human IAP, CDP-Star luminescence, 30 min; stronger effect = higher value; 1 = vehicle-only enzyme, 0 = enzyme-free background. activation factor at 10 µM. hit rate 0.16% among 330,000. AID 2524;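 active means activation factor of the enzyme at least 2-fold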; further: the source names both 10 and 20 µM as test concentration; values of inactives mirror those of a sister screen read the other way
# A3A deaminase: inhibitors of human APOBEC3A DNA deaminase; P31941; recombinant A3A, FAM/TAMRA ssDNA deamination fluorescence; inhibition, % at 20 µM; hit rate 0.41% among 330,000; AID 493011;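 active means at least 40% inhibition at 20 µM here, with at most 30% in a related deaminase screen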;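 further: plate controls were A3A with DMSO for no effect and wells lacking A3A enzyme for full effect; some results filed as inactive read as strong as hits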
# Target sequence (P31941 whole entry, looked up): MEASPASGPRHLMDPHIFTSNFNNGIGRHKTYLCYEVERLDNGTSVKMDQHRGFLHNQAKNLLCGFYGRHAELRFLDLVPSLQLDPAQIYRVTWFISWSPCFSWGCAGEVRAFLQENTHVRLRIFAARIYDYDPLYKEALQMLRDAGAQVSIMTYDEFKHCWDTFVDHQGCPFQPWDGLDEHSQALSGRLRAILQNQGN
# hIAP inh: blocks human intestinal alkaline phosphatase; hit rate 0.12% among 330,000; inhibition, % at 10 µM; P09923; purified IAP, CDP-Star luminescence, 30 min;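 active means inhibition reaching a set limit with compound at 10 µM in the primary screen, cut at about 35% in these data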;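 further: plate controls were DMSO wells with enzyme for no effect and no-enzyme buffer wells for full effect; values of inactives mirror those of a sister screen read the other way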
# mIAP activ: mouse IAP activation. hit rate 0.24% among 330,000. muIAP, CDP-Star luminescence, 30 min; stronger effect = higher value; 1 = vehicle-only enzyme signal, 0 = enzyme-free wells. activation factor at 10 µM;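 active means activation factor of at least 2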; further: the source names both 10 and 20 µM as test concentration; values of inactives mirror those of a sister screen read the other way
#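 Assay system: mouse IAP enzyme / Compound: DMSO-dissolved test compounds / Timing: 30 min, room temperature / Measured by: luminescence from enzymatic CDP-Star hydrolysis / Control set: DMSO-only wells, enzyme-free buffer wells as negative control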
# Starred values were filed as active, the others as inactive; · = not tested or not shown.
# Each structure is followed by: HKDC1 inhibitor, mIAP inh, PfGluPho inh, ATG4B inhibitor, hIAP act, A3A deaminase, hIAP inh, mIAP activ
- CCN(CC)S(=O)(=O)c1ccc(NC(=O)CCNC(=O)c2ccco2)cc1
    -6, 2, -10, 4, 0.92, 36, 8, 0.98
- NS(=O)(=O)c1cccc(NC(=O)COC(=O)c2cc(-c3ccc(Cl)cc3)nc3ccccc23)c1
    -2, 17, 34, -4, 1, -2, -4, 0.83
- CCCCCOC(=O)CC(C(=O)OCCCCC)N1CCCCC1 (stereo not given)
    4, -1, 5, 16, 1.1, -6, -8, 1
- CC1CCN(Cc2c(C#N)c3ccccc3n2C)CC1
    3, -8, -14, -5, 1.1, 0, -7, 1.1
- COc1cc(OC)cc(C(=O)Nc2ccc(Cn3ccnc3)cc2)c1
    -5, 1, -1, -2, 1.3, 2, -28, 0.99
- Cc1ccccc1C(=O)Nc1ccc(C(=O)N/N=C/c2ccc(F)cc2)cc1
    -7, 0, -7, -5, 0.92, -3, 8, 1
- COc1ccc(Cl)cc1NC(=O)c1cc(S(=O)(=O)N2CCCC2)cn1C
    1, -9, -13, -23, 0.92, -2, 8, 1.1
- O=C(NNc1nc2ccc(F)cc2s1)c1cccc(F)c1
    -26, 10, 8, 7, 1.4, -4, -40, 0.91
- O=C(NCCc1ccccn1)c1cc(-c2cccc3ccccc23)nc2ccccc12
    -1, 2, 6, 10, 1, 0, -4, 0.98
- CCc1ccc(NC(=S)Nc2cc(C(=O)O)ccc2N2CC3CC(C2)c2cccc(=O)n2C3)cc1 (stereo not given)
    13, -21, 2, -3, 1.1, 6, -7, 1.2
- CN(C)N=C1c2cc(S(=O)(=O)N(C)C)ccc2-c2ccc(S(=O)(=O)N(C)C)cc21
    2, 11, -5, -4, 0.97, -1, 3, 0.89
- Cc1nc(NC(=O)C2CCCCC2C(=O)O)sc1C (stereo not given)
    -1, -2, -3, -13, 1.2, 2, -15, 1
- COC(=O)[C@]1(Cc2ccccc2)N[C@H](CN(C)C(=O)Nc2ccc(C(F)(F)F)cc2)[C@@H]2C(=O)N(Cc3ccccc3)C(=O)[C@@H]21
    1, 0, 7, 0, 1.1, 2, -13, 0.99
- Cc1ccc(CN2CCN(/N=C/c3cc(Br)ccc3O)CC2)cc1
    -5, 0, 6, -4, 1.1, 9, -12, 0.99
- O=C(c1cnn2c(C(F)F)cc(-c3ccccc3)nc12)N1CCCc2ccccc21
    0, 8, 1, 8, 0.91, 1, 9, 0.92

# (cont.)
# Each structure is followed by: HKDC1 inhibitor, mIAP inh, PfGluPho inh, ATG4B inhibitor, hIAP act, A3A deaminase, hIAP inh, mIAP activ
- CC(/C=C/c1ccccc1F)=N\NC(=O)c1ccccc1
    11, -4, 10, 12, 0.96, -4, 4, 1
- O=C(COC(=O)C1=COCCO1)NCc1ccc(F)cc1
    -3, 10, -12, 1, 0.95, -2, 5, 0.9
- CCOC(=O)N1CCN(C(=O)CCCCCn2c(=S)[nH]c3ccsc3c2=O)CC1
    1, -12, 6, -2, 1.1, -4, -7, 1.1
- O=C(c1cn(-c2ccccc2)nc1-c1ccc(F)cc1)N1CCCCC1
    3, -1, 17, -5, 1.2, -9, -18, 1
- O=C(c1cc(-c2ccncc2)nc2c(Cl)cccc12)N1CCN(c2ccccc2F)CC1
    ·, 5, ·, ·, 1, 1, -1, 0.95
- C=CCn1c(SCC(=O)Nc2ccccc2)nc2scc(-c3cccs3)c2c1=O
    1, -18, -11, -17, 1.1, 1, -12, 1.2
- CCC(C)C(NC(N)=O)C(=O)Nc1ccc(S(=O)(=O)Nc2ccc(OC)cc2)cc1 (stereo not given)
    13, 11, 9, -9, 1.1, -4, -10, 0.89
- CC1CCCC(C)N1C(=O)CN1c2cccc3cccc(c23)S1(=O)=O (stereo not given)
    10, -5, -7, -2, 1.2, 1, -19, 1
- CCCCN(C(=O)CSCC(=O)Nc1ccc(C)cc1)c1c(N)n(CCCC)c(=O)[nH]c1=O
    -4, 4, -5, 2, 1, 4, -4, 0.96
- CCCSc1nc2c(c(=O)n1-c1ccc(OCC)cc1)SCC2
    2, -9, 1, 7, 1, -2, -2, 1.1
- CN(C)CC[n+]1ccc(C(=O)c2ccccc2)cc1
    8, -1, -7, -7, 1.2, -5, -18, 1
- COc1ccc(Cn2c(=S)[nH]c3cc(C(=O)N4CCN(c5ccccc5)CC4)ccc3c2=O)cc1
    -3, 9, 1, 8, 0.77, -2, 23, 0.91
- Cc1cc(C)nc(SC(C)CNS(=O)(=O)c2ccccc2)n1 (stereo not given)
    -5, -7, 2, -6, 0.99, -3, 1, 1.1
- Cc1ccc(C(=O)NCC2CCCN2S(=O)(=O)c2cccs2)cc1C (stereo not given)
    -2, 6, 5, -4, 1.1, -3, -8, 0.94
- O=C(O)c1ccc([N+](=O)[O-])c2c1C(=O)c1ccccc1C2=O
    10, 0, 25, -1, 1, 1, -4, 1

# Single records (already shown). Order of values: HKDC1 inhibitor | mIAP inh | PfGluPho inh | ATG4B inhibitor | hIAP act | A3A deaminase | hIAP inh | mIAP activ
# COc1ccc(Cn2c(=S)[nH]c3cc(C(=O)N4CCN(c5ccccc5)CC4)ccc3c2=O)cc1 is listed as -3 | 9 | 1 | 8 | 0.77 | -2 | 23 | 0.91
# Cc1cc(C)nc(SC(C)CNS(=O)(=O)c2ccccc2)n1 (stereo not given) is listed as -5 | -7 | 2 | -6 | 0.99 | -3 | 1 | 1.1
# O=C(O)c1ccc([N+](=O)[O-])c2c1C(=O)c1ccccc1C2=O is listed as 10 | 0 | 25 | -1 | 1 | 1 | -4 | 1

# Back to the main list, starting 2 compounds before the break.
# Each structure is followed by: HKDC1 inhibitor, mIAP inh, PfGluPho inh, ATG4B inhibitor, hIAP act, A3A deaminase, hIAP inh, mIAP activ
- Cc1ccc(C(=O)NCC2CCCN2S(=O)(=O)c2cccs2)cc1C (stereo not given)
    -2, 6, 5, -4, 1.1, -3, -8, 0.94
- O=C(O)c1ccc([N+](=O)[O-])c2c1C(=O)c1ccccc1C2=O
    10, 0, 25, -1, 1, 1, -4, 1
- CN(C(=O)COC(=O)CNC(=O)c1sc2ccccc2c1Cl)C1CCS(=O)(=O)C1 (stereo not given)
    0, -1, 0, -10, 1.2, -1, -16, 1
- O=C1C=C(c2cccc(Cl)c2)C[C@@H](c2ccc(F)cc2)C1
    8, 14, -8, 5, 1.1, 3, -6, 0.86
- Cc1c(/C(O)=C2\C(=O)C(=O)N(CCN(C)C)C2c2ccccc2)cnn1-c1ccccc1 (stereo not given)
    -6, 13, -5, -13, 0.86, -5, 14, 0.87
- O=C(CCNS(=O)(=O)c1ccccc1)N1CCN(c2ccccc2)CC1
    1, 1, -6, -4, 1.2, -5, -18, 0.99
- Oc1ccc(Nc2nc(-c3cccnc3)cs2)cc1
    -1, -4, 22, -11, 0.81, -5, 19, 1
- O=C1CCC(/C=C/c2ccccc2)=NN1Cc1ccc(Cl)c(Cl)c1
    1, 16, 23, 0, 1.3, 0, -28, 0.84
- O=C(Nc1cccnc1)c1cc(-c2cccc(Cl)c2)on1
    -9, 4, 8, -9, 0.93, 1, 7, 0.96
- COc1ccc2nc(SCC(=O)/C(C#N)=C(\C)N)[nH]c2c1
    -4, -2, 12, -3, 1.1, 4, -11, 1
- CCCOc1ccc(CC2CCC(=O)NC2=O)cc1 (stereo not given)
    15, 14, -13, 0, 0.87, -7, 13, 0.86
- Cc1cc(C(=O)NCC(=O)OCC(=O)N(C(C)C)C(C)C)ccc1[N+](=O)[O-]
    11, -1, 2, -4, 0.97, -2, 3, 1
- CCCCC(C(=O)NC(C)(C)C)N(Cc1ccco1)C(=O)c1snc(C(N)=O)c1N (stereo not given)
    2, 6, -7, -13, 0.9, 3, 10, 0.94
- Cc1ccc(S(=O)(=O)N(C)C)cc1NC(=O)COC(=O)C1CC(=O)N(c2ccc3c(c2)OCCO3)C1 (stereo not given)
    -3, 8, -10, 5, 0.98, -2, 2, 0.92
- CN(C)C(C)(C)C#CCC(c1ccccc1)c1ccccc1
    -4, -2, -3, 1, 1, -4, 0, 1
- Cc1cc(C)cc(NC(=S)N2CCCC2)c1
    0, 0, 13, -3, 0.64, -3, 36*, 1
- CCCCNC(=O)C(Cc1ccccc1)NS(=O)(=O)c1ccc2c(c1)c(=O)n(C)c(=O)n2C (stereo not given)
    -8, 4, -1, 2, 1, -4, -3, 0.96

# Compounds above that have a nitro group on carbon:
# Each structure is followed by: HKDC1 inhibitor, mIAP inh, PfGluPho inh, ATG4B inhibitor, hIAP act, A3A deaminase, hIAP inh, mIAP activ
- O=C(O)c1ccc([N+](=O)[O-])c2c1C(=O)c1ccccc1C2=O
    10, 0, 25, -1, 1, 1, -4, 1
- Cc1cc(C(=O)NCC(=O)OCC(=O)N(C(C)C)C(C)C)ccc1[N+](=O)[O-]
    11, -1, 2, -4, 0.97, -2, 3, 1

# Next part
# Each structure is followed by: HKDC1 inhibitor, mIAP inh, PfGluPho inh, ATG4B inhibitor, hIAP act, A3A deaminase, hIAP inh, mIAP activ
- Cc1ccc(-c2csc3nc(CN(C)Cc4ccccc4)[nH]c(=O)c23)cc1
    1, 0, -8, 6, 1.3, 3, -32, 1
- O=S(=O)(c1ccc(F)cc1)N1CCN(C(=S)NCc2ccco2)CC1
    -3, 6, -6, 1, 0.95, -6, 5, 0.94
- Cc1cc(S(=O)(=O)N2CCOCC2)ccc1OCC(=O)NCCN1CCOCC1
    -6, 2, 4, -6, 0.93, -3, 8, 0.98
- CCOC(=O)C1CCCN(C(=O)CCCn2c(=O)c3cccn3c3cccnc32)C1 (stereo not given)
    -6, 1, -4, -3, 1.3, 0, -31, 0.99
- COc1ccc(O)c(-c2cc(-c3ccccc3Cl)[nH]n2)c1
    5, 0, 8, 39, 1.7, -4, -71, 1
- Cc1cc(C)c(NC(=O)CCCN2CCOCC2)c(C)c1
    -1, 9, -22, -2, 0.97, -2, 3, 0.91
- Cc1ccc(C(=O)N(CC(C)C)c2c(N)n(Cc3ccccc3)c(=O)[nH]c2=O)o1
    1, 3, -4, 3, 0.96, 2, 4, 0.97
- CC1CCN(C(=O)c2[nH]cnc2C(=O)Nc2cccc(Cl)c2)CC1
    -4, 4, 4, -3, 1.2, -2, -21, 0.96
- CCC(=O)N1CCc2cc(S(=O)(=O)CCC(=O)N(C)c3ccc(OC)cc3)ccc21
    -5, -5, 10, -6, 1.1, -2, -12, 1.1
- COC(=O)/C=c1\sc2ncnn2c1=O
    -1, -6, 41, 4, 1.1, 3, -14, 1.1
- CC(C)c1ccc(S(=O)(=O)N2CCN(C(=O)n3ccnc3)CC2)cc1
    -1, 0, 3, -14, 0.92, 5, 8, 1
- O=C(/C=C/c1ccc(OCCCF)cc1)Nc1ccnc(-c2ccncc2)n1
    -3, 10, 8, -10, 1.1, 2, -7, 0.9
- CCOc1ccccc1C(=O)Nc1ccc2nc3n(c(=O)c2c1)CCCCC3
    4, 7, 3, -27, 1.1, -3, -13, 0.93
- CC(C)Oc1ccccc1C1CC(=O)Nc2cc3c(cc21)OCO3 (stereo not given)
    15, -12, 80*, -6, 1, -5, -4, 1.1
- Cc1ccc(S(=O)(=O)N2CCOCC2)cc1NC(=O)CSc1nc2ccccc2c(=O)n1Cc1ccccc1
    -3, -7, -1, -4, 1.1, -2, -8, 1.1
- Cc1oc(-c2cccc(Cl)c2)[n+]([O-])c1C
    0, 1, -3, -6, 1, 2, -3, 0.99
- CC(C)NC(=O)N1CCC(n2nccc2NC(=O)CCOc2ccccc2)CC1
    -5, 9, 5, 3, 1, -1, -1, 0.91
- O=C(CCCCCn1c(=S)[nH]c2ccccc2c1=O)N1CCOCC1
    -2, 1, -9, -2, 1.1, -6, -8, 0.99

# High-throughput results as filed in PubChem.
